Screens (PubChem BioAssay)
H37Rv inhibition: M. tuberculosis growth inhibition, HTS (AID 449762); one-dose inhibition, % at 25 µM; IC50 in µM for titrated hits; hit rate 0.59% among 330,000; M. tuberculosis H37Rv growth inhibition, 7H9 media; higher % means a stronger effect; in the data active = a potency from the dose series; inconclusive = inhibition above about 70% without an active follow-up result;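 note: bacterial growth assessed after seven days of incubation; strong numbers were not always called active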
H1N1 NS1A inhibition: H1N1 influenza NS1A inhibitors, functional cell based assay (AID 504329); hit rate 0.3% among 340,000; NS1A functional cell-based assay, percent inhibition; higher % means a stronger effect; inhibition, % at 12.5 µM, or IC50 in µM where a hit was titrated; in the data active = a potency from the dose series; inconclusive = inhibition above about 27% without an active follow-up result; note: strong numbers were not always called active
PhoP GFP inhibition: Inhibition of PhoP regulon, Salmonella typhi GFP reporter cells, confirmation, 4 h (AID 1850); Salmonella Typhi PhoP-promoter GFP reporter, fluorescence, 4 h; higher % means a stronger effect; inhibition, % at 50 µM; hits with a dose series show IC50 in µM; hit rate 0.33% among 310,000; in the data active = a potency from the dose series; inconclusive = inhibition mostly from about 25% at the one dose, without a potency; inactive = the rest, 99 in 100 with inhibition below about 19%;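 note: 0% = induced wells with vehicle and 100% = uninduced wells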
inhibitors of VEEV: inhibitors of VEEV TC-83 cytopathic effect, confirmation, Vero cells (AID 588727). inhibition, % at 20 µM; hits with a dose series show IC50 in µM. hit rate 0.13% among 350,000. Vero cells, VEEV TC-83 cytopathic effect inhibition; higher % means a stronger effect; in the data active = a potency from the dose series; inconclusive = inhibition mostly from about 14% at the one dose, without a potency; inactive = the rest, 99 in 100 with inhibition below about 12%; note: strong numbers were not always called active
tuberculosis growth: growth inhibition of non-replicating M. tuberculosis (AID 488890); hit rate 0.39% among 320,000; one-dose inhibition, % at 25 µM; IC50 in µM for titrated hits; Mycobacterium tuberculosis non-replicating, growth inhibition; higher % means a stronger effect; in the data active = a potency from the dose series; inconclusive = inhibition mostly from about 82% at the one dose, without a potency; inactive = the rest, 99 in 100 with inhibition below about 76%;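 note: plate controls were DMSO cells for no effect and high antibiotic wells for full effect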
inhibitors of VEEV 10K pilot screen: recorded beside inhibitors of VEEV, whose call it bears; inhibition, %; measured here: 10K pilot screen inhibition
The depositor's hits bear a star; i = inactive; ? = inconclusive; . = not tested or not shown.

SMILES | H37Rv inhibition | H1N1 NS1A inhibition | PhoP GFP inhibition | inhibitors of VEEV | tuberculosis growth | others
CCn1c(/C=C/c2c[nH]c3ccccc23)nc2ccccc2c1=O | -4% | 11% | -12% | 2.5% | 22%
N#CCCN(NC1=NS(=O)(=O)c2ccccc21)C(=O)c1ccccc1Br | -1% | -1% | -12% | 1.4% | -7%
O=C(O)C1CSC(CCc2ccccc2)N1 (centres undefined) | 4% | -23% | -31% | 0.2% | 1%
COc1ccc(Cc2nc(C(=O)NCc3ccccc3OC)cs2)cc1 | 3% | -16% | -1% | 4.0% | 36%
O=S(=O)(c1ccccc1)N1CCNc2ccccc21 | . | 0% | . | i | .
Cc1nn(-c2ccc(F)cc2)c2nc(N)c(C#N)c(-c3cccs3)c12 | 13% | -5% | 0% | 4.0% | 18%
CCc1ccccc1NC(=O)N1CCc2ccccc21 | 2% | 0% | 4% | 5.1% | -1%
O=C(N/N=C/c1cccc(Oc2ccccc2)c1)c1cccc(Br)c1 | 7% | -5% | 3% | 0.8% | 23%
COCCn1nnnc1C(c1ccc(OC)c(OC)c1)N1CCN(c2nc3ccccc3s2)CC1 (centres undefined) | 6% | -2% | -9% | 6.0% | 23%
Cc1cc(C)c(C(=O)CSc2n[nH]c(=O)n2C2CC2)cc1C | -1% | -9% | 6% | 1.2% | 8%
CCC(C(=O)Nc1ccc(N2CCOCC2)c(S(=O)(=O)Nc2ccccc2OC)c1)c1ccccc1 (centres undefined) | -6% | 7% | . | 4.4% | 42%
O=C(NCCc1ccc(C(F)(F)F)cc1)C1CCC(=O)N(C2CC2)C1 (centres undefined) | -3% | -7% | -15% | 1.3% | -1%
OC(c1ccc(F)cc1)(C1CCCCC1)C(CN1CCOCC1)c1ccccc1 (centres undefined) | 4% | 3% | 4% | i | 1%
CCc1nc2ccc(C(=O)Nc3cccc(C(C)=O)c3)cc2nc1CC | 3% | -6% | 9% | 8.9% | 33%
CCCCn1c(N)c(N(CCOC)C(=O)C2CCN(S(=O)(=O)c3ccc(C)cc3)CC2)c(=O)[nH]c1=O | 21% | 5% | -5% | 0.8% | 0%
COc1cc(OC)cc(C(=O)N2CCC(C(=O)NCCc3ccccc3)CC2)c1 | 5% | -8% | 5% | i | 5%
CCN1CCCC1CN=Cc1c(O)n(-c2ccccc2)c(=O)c2ccccc12 (centres undefined) | -6% | 6% | 0% | i | 4%
CCOC(=O)C1CCN(C(=O)/C=C/c2ccccc2OC)CC1 | -3% | -21% | 0% | 1.6% | -3%
CC(=O)NS(=O)(=O)c1ccc(NC(=O)c2ccccn2)cc1 | 1% | -3% | 10% | 0.1% | -1%
Cc1nonc1NC(=O)CSc1nnc(-c2ccoc2C)n1-c1cccc(Cl)c1 | 3% | 8% | 2% | 8.7% | 30%
CC(C(=O)NC1CCCCCC1)n1cc([N+](=O)[O-])cn1 (centres undefined) | -5% | 3% | 5% | 0.5% | 1%
O=C(O)c1ccc(NC(=O)c2ccccc2Br)c(NC(=O)c2ccccc2Br)c1 | 7% | 0% | -3% | i | 4%
COC(=O)c1c(C(=O)OC)c2ccccn2c1C(=O)c1ccc([N+](=O)[O-])cc1 | -1% | 9% | 9% | 8.8% | -8%
C=CCSc1nc(N)c(C#N)c(-c2ccccc2)c1C#N | 3% | -9% | -2% | i | 9%
CCc1nc(SCC(=O)N2c3ccccc3Sc3ccccc32)c2ccccc2n1 | -2% | -2% | 10% | i | 9%
O=C(CN1CCOCC1)Nc1cccc(S(=O)(=O)N2CCCCCC2)c1 | 4% | -3% | -2% | 0.9% | -2%
C#CCN(C(=O)c1cc(COc2ccc(C)c(C)c2)on1)C1CCCCC1 | 1% | -6% | 4% | 3.5% | 22%
Cc1ccc(S(=O)(=O)NC(CCc2ccccc2)CC(=O)C(C)(C)C)cc1 (centres undefined) | 9% | . | -4% | . | 0%
CCOc1ccccc1NC(=O)Cn1c(=O)n(CCC(=O)NC2CCCC2)c(=O)c2ccccc21 | -2% | 1% | -2% | 5.8% | 8%
O=C(c1ccco1)N(CCCN1CCOCC1)c1nc(-c2ccc(Cl)cc2)cs1 | -4% | -8% | -7% | 5.4% | 13%
COC(=O)c1ccnc(SCC(=O)c2ccccc2)c1 | ? | 4% | -2% | 0.3% | ?
Cc1cc(C)n2nc(SCC(=O)NC(=O)c3ccccc3)nc2n1 | 7% | -27% | . | 1.5% | 2%
Cc1ccccc1C(=O)OC1OC(=O)C(Cl)=C1Nc1ccc(C(=O)O)cc1 (centres undefined) | 13% | -4% | 6% | 0.7% | -3%
COc1ccc(NC2CCCN(C(=O)CCN3Cc4ccccc4C3=O)C2)cc1 (centres undefined) | 5% | -1% | 9% | 0.9% | 4%
O=C1/C(=C/c2cccs2)SC(=S)N1C1CCS(=O)(=O)C1 (centres undefined) | 4% | . | -6% | 5.1% | 7%
CCN(CC)S(=O)(=O)c1cccc(NC(=O)COC(=O)C2=COCCO2)c1 | 1% | -6% | . | 0.5% | 14%
O=C1CCCCC1C(O)c1ccc(Cl)cc1 (centres undefined) | -13% | . | 3% | . | 1%
COc1ccc(C(=O)N2CCCC(CCC(=O)NCc3ccc(F)c(F)c3)C2)cc1F (centres undefined) | -1% | -8% | 4% | i | -8%
O=C(N=C1SC2CS(=O)(=O)CC2N1c1cc(Cl)ccc1Cl)C1CCCO1 (centres undefined) | 2% | -4% | -12% | 3.4% | -29%
O=C(O)Cc1ccc2c(c1)N(S(=O)(=O)c1cccs1)CC(C(=O)O)O2 (centres undefined) | -7% | -2% | -6% | 1.9% | 2%

A portion from the list above:
SMILES | H37Rv inhibition | H1N1 NS1A inhibition | PhoP GFP inhibition | inhibitors of VEEV | tuberculosis growth | others
CC(C(=O)NC1CCCCCC1)n1cc([N+](=O)[O-])cn1 (centres undefined) | -5% | 3% | 5% | 0.5% | 1%
O=C(O)c1ccc(NC(=O)c2ccccc2Br)c(NC(=O)c2ccccc2Br)c1 | 7% | 0% | -3% | i | 4%
COC(=O)c1c(C(=O)OC)c2ccccn2c1C(=O)c1ccc([N+](=O)[O-])cc1 | -1% | 9% | 9% | 8.8% | -8%
C=CCSc1nc(N)c(C#N)c(-c2ccccc2)c1C#N | 3% | -9% | -2% | i | 9%

(continued)
SMILES | H37Rv inhibition | H1N1 NS1A inhibition | PhoP GFP inhibition | inhibitors of VEEV | tuberculosis growth | others
Cc1cc(NC(=O)CSCC(=O)N(C)Cc2c(F)cccc2Cl)no1 | -9% | -4% | 5% | 1.4% | 7%
CCc1ccc(-n2c(O)c(/C=N/NC(=O)c3ccncc3)c(=O)[nH]c2=O)cc1 | ? | 11% | -2% | 0.7% | 47%
Nc1nc(-c2ccccc2)[nH]c(=O)c1N=O | 9% | -7% | -3% | 0.5% | ?
Cc1nn(Cc2ccccc2Cl)c2sc(C(=O)NCCCn3ccnc3)cc12 | 37µM* | -5% | 0% | 8.8% | 73%
O=C(Nc1nc2ccc(SC(F)F)cc2s1)c1ccc2c(c1)S(=O)(=O)c1ccccc1C2=O | 0% | . | -10% | . | -10%
Cc1ccc(C2(C(F)(F)F)NC(=O)N3C(=C2C#N)Nc2ccccc23)cc1 (centres undefined) | -25% | 1% | -1% | 0.1% | -9%
O=[N+]([O-])c1ccc(-c2nnc(-c3ccccc3)c(NCCCO)n2)cc1 | 1% | -4% | -3% | 4.0% | 25%
CCOC(=O)c1c(N)sc(C(=O)N2CCCC(C(N)=O)C2)c1C (centres undefined) | -3% | 8% | -8% | 0.9% | -3%
O=C(C1CCOCC1)N1CCCC(N2CCN(c3cccc(Cl)c3)CC2)C1 (centres undefined) | -1% | 2% | -5% | 0.8% | 2%
Fc1ccc(NC(=S)N2CCN(C/C=C/c3ccccc3)CC2)c(F)c1 | 3% | 9% | -4% | i | 32%
O=C(C1=C(O)C(=O)N(CCN2CCOCC2)C1c1cccnc1)c1cc2ccccc2o1 (centres undefined) | -5% | -2% | 3% | i | 21%
O=C(COc1ccc(Cl)cc1)Nc1nnc(C2=COCCO2)o1 | 6% | -8% | 15% | 0.3% | -2%
COc1cc(OC)cc(-n2nnnc2SCC(=O)N2CCCC2)c1 | -5% | -7% | -6% | i | 4%
COC(=O)c1cc(NC2c3ccccc3C(=O)N2CCN2CCOCC2)cc(C(=O)OC)c1 (centres undefined) | -6% | 0% | -9% | 1.0% | -10%
CCOC(=O)c1oc2nc3c(cc2c1N)COC(C)(C)C3 | 11% | 1% | 4% | 3.3% | -3%
CCOC(=O)c1c(NC(NC(=O)C(C)C)C(Cl)(Cl)Cl)sc2c1CCC2 (centres undefined) | -1% | 4% | -2% | 8.4% | -19%
CC(C)Cn1cnc2c(SCc3ccccc3)nc(N)nc21 | . | 1% | . | 4.8% | .
CCCn1c(N)c(C(=O)CN(C)CC(=O)Nc2ccccc2C(F)(F)F)c(=O)[nH]c1=O | -1% | -15% | . | 0.7% | -3%
CCCCN(C(=O)c1cc(=O)[nH]c2ccccc12)c1c(N)n(CCCC)c(=O)[nH]c1=O | -5% | 24% | -5% | 7.9% | -10%
O=C(N/N=C/c1c[nH]c2ccccc12)c1ccccc1 | -6% | -2% | 2% | 0.7% | 1%

Reprinted at random: 4 entries already listed, in no set order.
SMILES | H37Rv inhibition | H1N1 NS1A inhibition | PhoP GFP inhibition | inhibitors of VEEV | tuberculosis growth | others
O=C(Nc1nc2ccc(SC(F)F)cc2s1)c1ccc2c(c1)S(=O)(=O)c1ccccc1C2=O | 0% | . | -10% | . | -10%
CCOC(=O)c1oc2nc3c(cc2c1N)COC(C)(C)C3 | 11% | 1% | 4% | 3.3% | -3%
Cc1ccc(C2(C(F)(F)F)NC(=O)N3C(=C2C#N)Nc2ccccc23)cc1 (centres undefined) | -25% | 1% | -1% | 0.1% | -9%
CCOC(=O)c1c(N)sc(C(=O)N2CCCC(C(N)=O)C2)c1C (centres undefined) | -3% | 8% | -8% | 0.9% | -3%

Next structures follow:
SMILES | H37Rv inhibition | H1N1 NS1A inhibition | PhoP GFP inhibition | inhibitors of VEEV | tuberculosis growth | others
CCc1nc2cc([N+](=O)[O-])c([N+](=O)[O-])cc2[nH]1 | 9% | -6% | -19% | 1.5% | 14%
COc1ccc(C2NC(=S)NC3=C2CCc2cc(OC)ccc23)cc1 (centres undefined) | 1% | 16% | -7% | 3.0% | 19%
CCCC(C)NS(=O)(=O)c1ccccc1 (centres undefined) | 2% | -2% | -3% | 1.5% | 1%
CCCC(C)C1C(C#N)=C(N)Oc2c1c(=O)oc1ccccc21 (centres undefined) | 1% | 1% | 7% | 1.2% | -2%
COc1ccc(CC(=O)Nc2c3c(nn2-c2ccccc2C)CS(=O)C3)cc1 (centres undefined) | -3% | 3% | -8% | i | 4%
CCOc1cc(C(=O)OCc2cc(=O)n3c(C)csc3n2)ccc1OC | 5% | -8% | . | 6.4% | 5%
O=C(Cn1cncc1-c1ccc([N+](=O)[O-])cc1)Nc1ccccc1F | 7% | 23% | -4% | 0.7% | 0% | inhibitors of VEEV 10K pilot screen=0.0
Cc1ccc(CCNC(=O)C2CCC(CNc3c(N4CCCC4)c(=O)c3=O)CC2)cc1 (centres undefined) | -4% | 2% | -16% | 0.2% | .
CC(=O)C1=C(C)NC(SCC(N)=O)=C(C#N)C1c1cccnc1 (centres undefined) | 8% | -4% | -1% | 0.3% | -4%
CS(=O)(=O)N1CCc2cc(S(=O)(=O)Nc3ccc4oc5c(c4c3)CCCC5)ccc21 | 40% | 4% | 2% | i | 7%
O=C(CSc1nnnn1C1CCCC1)Nc1ccc2c(c1)OCO2 | -11% | 10% | -7% | 1.1% | 39%
CCCSc1nc(SCC(=O)NCc2ccccc2)c2c3c(sc2n1)COC(C)(CC)C3 (centres undefined) | -10% | -4% | -15% | 2.9% | -18%
CC(C)N(Cc1cnn(C)c1)C(=O)c1ccc(OC2CCN(Cc3ccccn3)CC2)cc1 | -1% | -2% | 2% | 3.3% | -3%
O=C(CNC(=O)c1ccccc1F)N/N=C/c1cn[nH]c1-c1ccccc1 | -4% | 2% | -3% | 2.6% | -19%
S=C(NCc1cccnc1)Nc1ccc(Cl)cc1Cl | -13% | -2% | 15% | 0.1% | 77%
CC(C)c1ccc(NC(=O)c2ccccc2NC(=O)C2CCCCC2C(=O)O)cc1 (centres undefined) | -4% | 2% | -2% | 3.4% | 19%
Cc1ccccc1-n1nnnc1SCC(=O)NNC(=O)c1ccc(NC(=O)CC#N)cc1 | -6% | 4% | . | 2.3% | 0%
CSc1ncc(C(=O)O)c(C)n1 | -3% | -3% | -3% | 0.4% | -10%
COc1cccc(C(=O)Nc2ccc(C(=O)NCC(C)C)cc2)c1 | -1% | 0% | 1% | 0.9% | -4% | inhibitors of VEEV 10K pilot screen=2.4
